High-throughput results as filed in PubChem BioAssay.
TWEAK Fn14 block – inhibitors of TWEAK-Fn14 interaction signaling; TWEAK-stimulated Fn14 reporter cells, luciferase luminescence, 8 h; inhibition, % at 10 µM; 360,000 compounds, 2% hits; AID 1159606; in the data active = inhibition above about 50%
NR5A2 inv ag – inverse agonists of human LRH-1 (NR5A2) | O00482 | HEK293T StAR-luciferase reporter, LRH-1 transfected, 24 h | inhibition, % at 3.6 µM | 360,000 compounds, 0.13% hits;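 active = inhibition above the mean inhibition of all tested compounds plus 3 SD, cut at about 73% in these data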;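 also: 0% = DMSO wells and 100% = reporter-only cells lacking LRH-1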
Target sequence (O00482 whole entry, looked up): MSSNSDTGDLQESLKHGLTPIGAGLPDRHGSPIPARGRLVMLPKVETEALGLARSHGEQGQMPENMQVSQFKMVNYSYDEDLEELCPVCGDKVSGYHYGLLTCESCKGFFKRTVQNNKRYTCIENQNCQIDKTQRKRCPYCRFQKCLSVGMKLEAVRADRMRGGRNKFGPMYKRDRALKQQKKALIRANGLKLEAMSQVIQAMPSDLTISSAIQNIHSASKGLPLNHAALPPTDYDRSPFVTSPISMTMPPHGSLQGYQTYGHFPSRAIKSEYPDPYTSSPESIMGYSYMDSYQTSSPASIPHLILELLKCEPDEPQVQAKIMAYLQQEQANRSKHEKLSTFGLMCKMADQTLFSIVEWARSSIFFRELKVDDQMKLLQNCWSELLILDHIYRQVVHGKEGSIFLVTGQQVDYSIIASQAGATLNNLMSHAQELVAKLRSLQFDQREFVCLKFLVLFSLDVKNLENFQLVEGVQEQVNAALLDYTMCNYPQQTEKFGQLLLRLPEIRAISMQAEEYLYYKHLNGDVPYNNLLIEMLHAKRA
NOD2 RIPK2 PPI – NOD2-RIPK2 protein interaction inhibition; O43353; CHO BLA complementation NOD2-RIPK2, CCF4 ratio; inhibition, % at 4.98 µM; 360,000 compounds, 0.38% hits; AID 624267; in the data active = inhibition above about 21%;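 also: 0% = vehicle only and 100% = reference blocker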
TLR9-MyD88 inh – inhibitors of human TLR9-MyD88 binding. Q9NR96+Q99836. CHO BLA complementation TLR9-MyD88, CCF4 FRET ratio. inhibition, % at 4.98 µM. 340,000 compounds, 0.21% hits. AID 504734;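 active = inhibition above the mean over all tested compounds plus 3 SD, cut at about 21% in these data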;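 also: 0% = DMSO only wells and 100% = clavulanate BLA inhibitor control wells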
ABHD5 PLIN5 PPI – ABHD5-PLIN5 protein interaction inhibition; Q00G26+Q8WTS1; inhibition, % at 4 µM; Split G. princeps luciferase complementation, luminescence, 4 h; AID 602281; 360,000 compounds, 0.78% hits;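 active = inhibition above the mean inhibition across every tested compound plus 3 SD, cut at about 22% in these data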;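 also: 0% = DMSO only wells and the 100% control is not disclosed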
SRC3 inh – human NCOA3 inhibition. Q9Y6Q9. HEK293 GAL4-SRC3 luciferase reporter, luminescence. inhibition, % at 3.6 µM. 360,000 compounds, 0.17% hits. AID 588352;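 active = inhibition above a per-campaign cutoff, the mean of all compounds plus 3 SD, cut at about 60% in these data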;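 also: 0% = DMSO-treated cells and 100% = gossypol-treated cells at 36 µM; higher means less SRC3-driven luciferase light from the GAL4 reporter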
TROY signal inh – inhibitors of TROY-dependent NF-kB signaling. Q293 LMP1-TROYcd NF-kB luciferase reporter, 4 h. inhibition, % at 10 µM. 360,000 compounds, 0.98% hits. AID 1347056;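 active = compounds whose plate-normalised and pattern-corrected inhibition of the luciferase reporter signal at the single screening dose is 50% or more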
NCOA1 inh – inhibits human SRC1 coactivator; 360,000 compounds, 0.12% hits; Q15788; HEK293 GAL4-SRC1 luciferase reporter, luminescence; inhibition, % at 3.6 µM;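 active = inhibition above the campaign mean plus 3 SD, with each screening campaign given its own cutoff, cut at about 60% in these data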;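 also: 0% = DMSO treated cells and 100% = gossypol at 36 µM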
NR2F2 inh – NR2F2 (human) inhibition, primary screen; P24468; HEK293T NGFI-A luciferase reporter, luminescence; inhibition, % at 8.6 µM; 370,000 compounds, 0.7% hits;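 active = inhibition above a per-plate cutoff, mean inhibition of test wells between control levels plus 3 SD, cut at about 38% in these data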;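 also: cells cotransfected with COUP-TFII expression vector driving the NGFI-A reporter; 0% = median of COUP-TF2 test wells and 100% = reporter-only cells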
Target sequence (P24468 whole entry, looked up): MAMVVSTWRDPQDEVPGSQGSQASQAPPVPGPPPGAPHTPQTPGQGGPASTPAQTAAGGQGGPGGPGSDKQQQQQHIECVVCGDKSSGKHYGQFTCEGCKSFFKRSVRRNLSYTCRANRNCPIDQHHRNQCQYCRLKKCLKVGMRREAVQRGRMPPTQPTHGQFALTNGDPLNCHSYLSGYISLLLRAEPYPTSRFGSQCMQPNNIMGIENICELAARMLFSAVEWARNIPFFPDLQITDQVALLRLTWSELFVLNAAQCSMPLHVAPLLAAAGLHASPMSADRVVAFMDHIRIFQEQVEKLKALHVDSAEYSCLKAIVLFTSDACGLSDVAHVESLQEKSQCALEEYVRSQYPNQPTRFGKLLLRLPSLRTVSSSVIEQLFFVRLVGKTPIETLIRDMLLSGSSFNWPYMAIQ
Granule exo inh – blocks lytic granule exocytosis. TALL-104 LAMP-1 surface exposure, flow cytometry; cells stimulated with thapsigargin and PMA. inhibition, % at 10 µM. 360,000 compounds, 0.66% hits. AID 651702;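 active = inhibition above about 55%, limit read from the data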
SRC2 inh – human SRC2 (NCOA2) inhibition. Q15596. HEK293 GAL4-SRC2 luciferase reporter, luminescence. inhibition, % at 9 µM. 370,000 compounds, 0.17% hits;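 active = inhibition above the mean inhibition of all tested compounds plus 3 SD, set per campaign, cut at about 52% in these data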;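 also: 0% = DMSO treated cells and 100% = cells given Gossypol at 36 µM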
* marks the source's active call; other numbers are inactive results; . = not tested or not shown.

SMILES	TWEAK Fn14 block	NR5A2 inv ag	NOD2 RIPK2 PPI	TLR9-MyD88 inh	ABHD5 PLIN5 PPI	SRC3 inh	TROY signal inh	NCOA1 inh	NR2F2 inh	Granule exo inh	SRC2 inh
O=C(CNC(=O)C1CCCCC1)OCC(=O)c1cccc(Cl)c1	-7	6	-2	-9	-1	14	-3	-29	-3	-12	15
Cc1ccccc1-n1c(=O)n(CCc2ccccc2)c(=O)c2[nH]cnc21	-7	-4	-2	-2	-7	0	-1	-67	-11	4	1
Cc1ccc(S(=O)(=O)N(C)CCCC(=O)Nc2ccc(C)cc2C)cc1	4	20	8	-2	-7	21	23	-5	17	-2	3
N#C/C(=C\c1ccco1)C(=O)NCc1ccccc1	10	4	0	5	2	5	8	-41	.	4	.
COCCNC(=O)C(OC(=O)c1ccco1)c1ccccc1OC (stereo not given)	-6	-3	1	-12	7	2	1	-2	-2	10	-2
CCCCCCn1c(=O)n2n(c1=O)C[C@]1(OC(=O)NCC3CCCCC3)CN(S(=O)(=O)c3ccc(C)cc3)C[C@]1(O)C2	15	12	-10	-20	9	15	12	0	-3	-4	6
CSc1ccc(/C=N/NC(=O)c2sccc2C)cc1	55*	-154	-11	1	9	-65	-41	-138	-45	-2	-64
COc1cc2cc(C(=O)N(C)Cc3ccccc3)[nH]c2cc1OC	-6	-15	-8	-2	4	3	-14	0	-10	-4	-15
CCCc1cc(=O)[nH]c2nnc(SCC(=O)Nc3ccc(C(C)=O)cc3)n12	5	23	2	-17	6	8	-5	3	2	-10	1
C=CCn1c(=N)n(CC(=O)c2ccc(Cl)cc2)c2ccccc21	25	-22	-6	-8	6	-13	-18	-3	-14	-8	-29
Cc1ccc(/C=C/C(=O)Nc2ncc(C)s2)o1	11	-115	8	-1	11	-89	7	-90	-52	12	-64
CC(C)CCNC(=O)CN(CC1CCCO1)C(=O)CCC(=O)Nc1ccccn1 (stereo not given)	9	-7	-12	5	1	-8	-13	3	8	-12	-30
CN(C)c1ccc(NC(=O)/C=C/c2c(Cl)cccc2Cl)cc1	-26	-7	-1	4	-4	-150	-29	-74	-26	4	-38
O=C(Cc1coc2cc(O)ccc12)NNC(=O)c1ccc(Br)s1	-6	-3	3	-1	-14	-6	-8	-25	2	5	8
CCc1ccc(NC(=O)CSc2nnc(CNC(=O)c3ccco3)o2)cc1	4	15	11	2	4	-15	-14	-16	18	1	14
O=C(c1ccc(Br)cc1)N(C1=NCCCCS1)c1ccccc1	15	8	-4	5	-4	14	4	-1	6	6	-41
COc1ccc(NC(=O)N2CCC(NC(=O)c3ccco3)CC2)cc1	-8	11	4	4	-5	-7	-8	-31	-1	0	17
O=C(COC(=O)c1ccccc1Br)NCCc1ccc(F)cc1	27	-15	11	5	1	-18	-34	1	13	-1	9
CCCCNC(=O)c1c(CSc2ccc(Cl)cc2)noc1C(=O)NCCC	-3	3	-2	-12	-10	-3	10	-18	11	-4	10
CN(Cc1ccccc1)c1nc2nonc2nc1N1CCCC(CN2CCCC2=O)C1 (stereo not given)	-19	-17	-62	-2	-6	0	0	0	-4	-5	-23
Cc1ccc(-c2nnc(SCCC(=O)N3CCOCC3)o2)cc1	41	-34	-9	3	-7	-50	-3	-36	-15	-1	38
CCCCN(CC)CCCNC(=O)c1ccc(CS(=O)(=O)c2c(Cl)cccc2Cl)o1	-6	-10	-6	1	-8	5	-4	13	8	14	-8
COc1ccccc1NC(=O)c1ccc2c(c1)C(=O)N(Cc1ccco1)C2=O	-2	-16	-3	2	-1	-24	3	7	11	-5	8
CC(C)NC(=O)COC(=O)Cn1[nH]c(=O)c2ccccc2c1=O	-10	-4	-12	9	-1	2	-19	-7	-13	-2	-51
CCOc1ccc(N(C)C(=O)CCc2nnc3ccc(NCc4ccco4)nn23)cc1	40	-11	-1	2	18	-24	10	-8	0	-5	-23
C=CCOc1ccc(/C=N/NC(=O)CN(c2cc(Cl)ccc2OC)S(=O)(=O)c2ccc(C)c([N+](=O)[O-])c2)cc1	5	2	-3	-2	5	-11	4	-23	-1	-6	-14
Cc1cc2ccccc2c(=O)n1CC(=O)NC1CCCCCC1	11	-6	1	-7	0	10	-4	4	-1	-3	-20
CCCN1Cc2cccc(C(=O)NC(C)c3cccs3)c2C1=O (stereo not given)	13	50	1	-8	1	12	-11	7	0	0	-13
O=C(CCc1c[nH]c2ccccc12)NCc1ccco1	-3	4	-2	2	-3	6	5	-20	8	1	-20
COc1cc(C(C)=O)ccc1OCC(=O)NCC1(N2CCCCC2)CCCCC1	5	-3	11	9	-5	2	-3	-5	-7	3	2
CC(C)(c1ccccc1)c1ccc(OCCN)cc1	-2	-13	3	-8	3	2	7	-9	10	-12	-15
O=C(c1ccc(Cl)c(S(=O)(=O)Nc2ccc(F)cc2)c1)N1CCN(c2ccccn2)CC1	-6	-7	-10	-10	2	5	-56	1	21	5	14
O=C(NC(=S)Nc1ncccn1)c1ccc(F)cc1	13	-78	-3	-6	-1	-93	-13	-79	-48	1	-40
CN(C)c1nccc(NCc2ccccc2)c1C#N	-14	-54	3	9	-4	-9	-3	-23	10	0	-10
CSCCC(NC(=O)c1ccccc1)C(=O)N1CCN(C(C)=O)CC1 (stereo not given)	-10	15	-6	-4	9	8	-6	3	-11	-4	-22
O=C(Nc1ccc(N2CCN(C(=O)c3ccco3)CC2)cc1)c1ccc2c(c1)OCO2	-2	44	-7	2	9	13	-15	9	2	2	0

A few values from the entries so far:
Value of CN(C)c1nccc(NCc2ccccc2)c1C#N in TLR9-MyD88 inh: 9
Value of CCOc1ccc(N(C)C(=O)CCc2nnc3ccc(NCc4ccco4)nn23)cc1 in TWEAK Fn14 block: 40
Value of C=CCOc1ccc(/C=N/NC(=O)CN(c2cc(Cl)ccc2OC)S(=O)(=O)c2ccc(C)c([N+](=O)[O-])c2)cc1 in NR2F2 inh: -1
Value of Cc1cc2ccccc2c(=O)n1CC(=O)NC1CCCCCC1 in SRC3 inh: 10
Value of O=C(c1ccc(Cl)c(S(=O)(=O)Nc2ccc(F)cc2)c1)N1CCN(c2ccccn2)CC1 in NCOA1 inh: 1

Next part
SMILES	TWEAK Fn14 block	NR5A2 inv ag	NOD2 RIPK2 PPI	TLR9-MyD88 inh	ABHD5 PLIN5 PPI	SRC3 inh	TROY signal inh	NCOA1 inh	NR2F2 inh	Granule exo inh	SRC2 inh
Cc1ccc(-c2nc(C3CCN(S(=O)(=O)c4ccc(C(C)(C)C)cc4)CC3)no2)cc1	20	-2	-13	2	0	3	-3	-2	6	-6	9
O=S(=O)(c1ccccc1)N1CCN=C1SCc1ccccc1Cl	5	-12	-4	-10	0	-4	11	4	17	-1	-9
O=[N+]([O-])c1cc(S(=O)(=O)Nc2cccc(Cl)c2)ccc1N=Nc1c(O)[nH]c2ccccc12	49	-6	-9	1	1	4	27	-4	8	14	10
CCc1ccc(N2CC(C(=O)Nc3ccc(S(=O)(=O)NCC4CCCO4)cc3)CC2=O)cc1 (stereo not given)	-16	12	7	-3	-5	10	8	-26	15	-5	3
Cc1ccc(C)c(NC(=O)CN(C)C(=O)c2ccccc2OCc2c(C)noc2C)c1	1	7	-2	-8	0	-5	-3	3	1	-1	12
O=C(NCc1ccccc1)c1ccc(NS(=O)(=O)c2cccs2)cc1	-6	14	5	-1	-5	-2	-9	-6	-8	-4	5
O=C(O)c1cccc(-c2nc3ccccc3[nH]2)c1	8	-102	-5	-1	13	-25	-44	-82	-19	-1	-50
COc1ccc(OCc2nnc(SCC(N)=O)n2-c2ccccc2OC)cc1	5	2	4	-1	0	9	4	9	-6	-2	-3
CCOC(=O)c1c(C)n(C)c2ccc(OCC(O)CN(CC)CC)cc12 (stereo not given)	-36	0	6	-1	4	9	-6	-3	5	-1	4
COc1ccc(NC(=O)CCC(=O)N/N=C/c2ccncc2)cc1	4	6	-7	-3	13	-5	11	-3	-18	-3	1
CC(C(=O)NCC(=O)Nc1ccc(F)c(F)c1F)N1CCN(c2ccc(O)cc2)CC1 (stereo not given)	-17	-7	-7	-9	4	-1	-20	3	9	-12	13
O=C(O)Cn1cc(/C=c2/sc3nc4ccccc4n3c2=O)c2ccccc21	-24	-87	5	0	-3	-66	35	-91	-48	0	-56

Entries of single compounds, quoted from the list:
Shown for Cc1ccc(C)c(NC(=O)CN(C)C(=O)c2ccccc2OCc2c(C)noc2C)c1 = TWEAK Fn14 block = 1; NR5A2 inv ag = 7; NOD2 RIPK2 PPI = -2; TLR9-MyD88 inh = -8; ABHD5 PLIN5 PPI = 0; SRC3 inh = -5; TROY signal inh = -3; NCOA1 inh = 3; NR2F2 inh = 1; Granule exo inh = -1; SRC2 inh = 12
Shown for O=C(O)Cn1cc(/C=c2/sc3nc4ccccc4n3c2=O)c2ccccc21 = TWEAK Fn14 block = -24; NR5A2 inv ag = -87; NOD2 RIPK2 PPI = 5; TLR9-MyD88 inh = 0; ABHD5 PLIN5 PPI = -3; SRC3 inh = -66; TROY signal inh = 35; NCOA1 inh = -91; NR2F2 inh = -48; Granule exo inh = 0; SRC2 inh = -56

Among those listed so far, 3 have bromine:
SMILES	TWEAK Fn14 block	NR5A2 inv ag	NOD2 RIPK2 PPI	TLR9-MyD88 inh	ABHD5 PLIN5 PPI	SRC3 inh	TROY signal inh	NCOA1 inh	NR2F2 inh	Granule exo inh	SRC2 inh
O=C(Cc1coc2cc(O)ccc12)NNC(=O)c1ccc(Br)s1	-6	-3	3	-1	-14	-6	-8	-25	2	5	8
O=C(c1ccc(Br)cc1)N(C1=NCCCCS1)c1ccccc1	15	8	-4	5	-4	14	4	-1	6	6	-41
O=C(COC(=O)c1ccccc1Br)NCCc1ccc(F)cc1	27	-15	11	5	1	-18	-34	1	13	-1	9

More compounds:
SMILES	TWEAK Fn14 block	NR5A2 inv ag	NOD2 RIPK2 PPI	TLR9-MyD88 inh	ABHD5 PLIN5 PPI	SRC3 inh	TROY signal inh	NCOA1 inh	NR2F2 inh	Granule exo inh	SRC2 inh
Cc1ccc(C)c(OCC(O)CN2CCCCC2C)c1 (stereo not given)	-8	-3	-2	8	2	-9	5	2	-5	11	4
COC(=O)Nc1nn(Cc2ccccc2F)cc1Br	1	12	-9	7	-2	1	7	-5	-3	-1	-17
COc1ccc(C(=O)N/N=C/c2cc(Br)ccc2O)cc1OC	-42	20	2	-7	-8	64*	26	34	-17	7	18
CN(C)C(CNS(=O)(=O)c1ccc(Br)cc1)c1cccnc1 (stereo not given)	-3	10	2	3	0	7	4	4	-20	-2	-21

Some of the compounds tested. The share of hits here may be higher or lower than overall.
